# Platelet DG rel = modulates dense granule release in human platelets; human platelet-rich plasma, SFLLRN dense granule ATP release, luminescence; 0.22% of 300,000 active; inhibition, %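 (compounds screened at 7.5 µM in platelet-rich plasma)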; AID 1663;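 active means mean replicate score, as percent of positive control, at or above 50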
# SKKanGAS inh = inhibitors of SKKanGAS S. pyogenes growth in kanamycin (SK-promoter or general growth effect); BacTiter-Glo, 6 h; inhibition, % at 7.5 µM; 1.3% of 300,000 active;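 active means mean replicate score, as percent of positive control median, at least 50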;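 further: strain carries kanamycin resistance gene driven by streptokinase promoter and grows in 40 µg/ml kanamycin; loss of luminescence reflects streptokinase promoter inhibition or plain growth inhibition; 0% = median of DMSO wells and 100% = positive control at its reference dose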
# HSP90 inh = inhibitors of HSP90 luciferase refolding in rabbit reticulocyte lysate | 0.91% of 290,000 active | inhibition, % at 5.6 µM | AID 1789 | luciferase refolding luminescence, 3 h;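 active means inhibition above the screen-wide mean plus 3 SD, computed separately per campaign, cut at about 16% in these data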;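 further: 0% = DMSO wells and 100% = 60 µM geldanamycin wells; inhibitors lower the luminescence because luciferase stays unfolded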
# HSF1 activator = increases HSF-1 driven luciferase reporter signal. NIH3T3-HGL HSF-1 luciferase reporter, MG132, 8 h; 100% = twice DMSO control signal. activation, % at 9 µM. 1.7% of 300,000 active. AID 504408;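 active means mean replicate activation of at least 50% with a set share of replicates each reaching 50%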;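 further: 0% = median of the neutral control wells and 100% = twice that signal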
# aSyn UTR inh = 5' untranslated region of α-synuclein, MLPCN primary screen. 0.82% of 300,000 active. inhibition, % (tested at 7.5 µM). alpha-synuclein 5'UTR reporter, inhibitor activity; in the data active means inhibition above about 60%;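 further: H4 neuroglioblastoma cells stably carrying SNCA 5'UTR luciferase fusion; 0% = DMSO wells and 100% = positive control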
# IEC-6 cytotox = IEC-6 cytotoxicity, counter-screen for KLF5 inhibitors; inhibition, % at 5 µM; 0.78% of 290,000 active; AID 1825; luminescence viability; in the data active means inhibition above about 22%;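 further: 0% = plate median of test compound wells and 100% = cytotoxic reference compound wells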
# KLF5 inhibitor = suppresses KLF5 promoter-driven expression | inhibition, % at 5 µM | AID 1700 | 0.23% of 290,000 active | DLD-1 KLF5 promoter-luciferase reporter, luminescence;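 active means inhibition above a per-plate limit of that plate's mean compound inhibition plus 3 SD, cut at about 60% in these data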;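 further: 0% = DMSO wells and 100% = LY294002 at 200 µM; higher means less KLF5 promoter-driven luciferase light; inactives centre near -14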
# HIF activator = HIF pathway transcriptional activation; U2OS HRE-luciferase reporter, luminescence; normalized: DMSO 0%, desferrioxamine 100%; activation, % at 7.5 µM (by protocol); 0.32% of 300,000 active; AID 1910;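 active means mean activation of at least 10% of the iron chelator positive control signal, with at least half of replicates also reaching 10%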
# HSF1 inhib = HSF1 inhibition. NIH3T3-HGL HSE-luciferase, MG132-induced, luminescence 8 h; hits give low values. activity change, negative = inhibition, % at 7.5 µM (by protocol). 0.77% of 300,000 active;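 active means more than half of replicate wells show activity change below -50%, luminescence cut by over half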;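 further: luciferase reports HSF-1 transcriptional activity via heat shock element; 0% = median of DMSO wells and -100% = zero luminescence signal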
# AI-2 QS modul = modulators of Vibrio harveyi AI-2 quorum sensing system. Vibrio harveyi JMH597 AI-2 luminescence/OD600 ratio, 9 h; hits give low values; strain lacks LuxN and CqsS sensors; 0 = neutral-control median. activity change, % at 7.5 µM. 0.4% of 300,000 active; in the data active means activity change below about -75%, passing the limit was not always enough;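 further: luminescence divided by OD600 gain over 9 h not by final OD600 alone; inactives centre near 13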
# Active calls of the source: *; / = no result given.
SMILES,Platelet DG rel,SKKanGAS inh,HSP90 inh,HSF1 activator,aSyn UTR inh,IEC-6 cytotox,KLF5 inhibitor,HIF activator,HSF1 inhib,AI-2 QS modul
CC(C)c1nnc(NC(=O)CCC(=O)NCc2cccs2)s1,-0.3,-1.7,5.7,30.5,3.7,3.4,-3.8,-0.9,5.2,13.8
c1ccc(CCN2CN(CCCN3CCOCC3)c3nc4ccccc4n3C2)cc1,-1.1,3.8,-3.7,12.2,-11.1,-2.3,0.9,-0.8,8.4,17.5
O=C1NCCN1CCN1C(=O)c2ccccc2NC1c1ccccc1 (stereo unspecified),8.5,3.2,-1.6,-6.9,20.1,-1.3,-3.8,0.3,1.3,22.0
CC(O)[C@H]1CNC(=S)N1CCc1cccc(F)c1 (stereo partly specified),0.0,-3.6,/,-1.2,12.8,/,/,0.5,-0.3,21.0
CSc1ccccc1NC(=O)CN(C)C(=O)c1ccc2c(c1)OCCO2,-20.6,-5.0,-0.6,19.1,-0.6,-6.1,-28.5,0.7,1.5,18.1
CSc1nc(-c2ccco2)nn1C(=O)c1ccccc1,-0.1,0.7,-6.6,-10.6,5.6,-2.3,-22.9,0.1,-0.3,24.2
O=C(CNc1cccc(C(F)(F)F)c1)N/N=C/C1CCCCC1,8.5,10.2,-1.8,7.7,2.9,-2.0,-33.9,-0.2,-1.9,6.5
COc1cc(Nc2nc3ccc(Cl)cc3n3cnnc23)cc(OC)c1OC,16.6,-2.3,0.1,9.1,12.5,3.8,-22.9,-10.3,1.8,16.2
Cc1nn(C)cc1CN1CCC(n2nccc2NC(=O)CCCc2ccccc2)CC1,1.0,-2.7,-1.5,-12.0,-13.9,3.5,-8.8,-0.6,-4.1,31.8
CC(C)(O)C#Cc1ccc(CN2CCN(Cc3ccsc3)C(CCO)C2)s1 (stereo unspecified),10.0,3.6,0.7,-19.6,10.2,-3.5,-37.0,-0.1,-1.1,4.3

# 4 records picked at random from the list so far:
SMILES,Platelet DG rel,SKKanGAS inh,HSP90 inh,HSF1 activator,aSyn UTR inh,IEC-6 cytotox,KLF5 inhibitor,HIF activator,HSF1 inhib,AI-2 QS modul
CSc1nc(-c2ccco2)nn1C(=O)c1ccccc1,-0.1,0.7,-6.6,-10.6,5.6,-2.3,-22.9,0.1,-0.3,24.2
c1ccc(CCN2CN(CCCN3CCOCC3)c3nc4ccccc4n3C2)cc1,-1.1,3.8,-3.7,12.2,-11.1,-2.3,0.9,-0.8,8.4,17.5
O=C1NCCN1CCN1C(=O)c2ccccc2NC1c1ccccc1 (stereo unspecified),8.5,3.2,-1.6,-6.9,20.1,-1.3,-3.8,0.3,1.3,22.0
O=C(CNc1cccc(C(F)(F)F)c1)N/N=C/C1CCCCC1,8.5,10.2,-1.8,7.7,2.9,-2.0,-33.9,-0.2,-1.9,6.5

# Following part
SMILES,Platelet DG rel,SKKanGAS inh,HSP90 inh,HSF1 activator,aSyn UTR inh,IEC-6 cytotox,KLF5 inhibitor,HIF activator,HSF1 inhib,AI-2 QS modul
CSCCNCc1c(C(=O)N2CCOCC2)nc2c(C)cccn12,-4.9,-18.5,3.3,/,-4.1,4.1,-14.2,/,/,5.3
CCOC(=O)c1c(S(=O)(=O)NC2CCN(C(=O)OCC)CC2)c(C)n(C)c1C,-7.2,-8.1,0.1,7.1,-24.3,-0.1,-15.9,/,0.0,17.6
O=C(CSc1nnc(-c2ccncc2)n1Cc1ccccc1)NCCc1ccccc1,2.7,-1.1,5.9,6.4,-12.4,0.2,-20.2,0.1,-0.6,19.6
CCn1cc(S(=O)(=O)NCc2ccc(OC)cc2)cn1,-5.9,-2.6,-5.4,-14.1,10.7,1.8,-11.7,0.1,1.9,12.7
O=S(=O)(/N=S1/CC=CCN1S(=O)(=O)c1ccccc1)c1ccccc1 (stereo unspecified),0.8,-5.6,4.7,45.6,-11.1,2.3,-0.1,0.0,40.5,41.4
COc1cc2nc(C3CCC3)nc(N3CCN(c4ccccn4)CC3)c2cc1OC,7.7,7.3,-5.2,-8.0,45.5,-0.7,-11.4,-0.6,4.2,24.5
CCOC(=O)c1c(N)n(C2CC(C)(C)NC(C)(C)C2)c2nc3ccccc3nc12,-6.6,6.2,-0.9,-2.6,-10.3,0.3,1.1,-1.1,4.0,10.2
O=C(CN1CCN(c2ccccc2F)CC1)NC(=O)NCc1ccccc1,10.5,9.0,1.5,5.2,3.4,-1.0,-19.8,0.0,-3.2,-13.2
OCCNc1nc(NCc2ccccc2)c2ccccc2n1,-2.5,7.8,-0.9,-27.9,4.5,4.3,-27.1,1.2,-8.9,9.6
CCn1c(SCC(=O)Nc2cc(OC)c(OC)c(OC)c2)nnc1-c1cccs1,3.8,-12.1,-2.0,10.3,14.0,-4.4,2.3,-0.4,11.0,19.7
COC(=O)CSc1cccc2c1C(=O)CC2c1ccccc1 (stereo unspecified),1.3,-2.3,0.9,22.0,-5.6,-1.9,-11.7,0.4,2.3,-9.9
CCOC(=O)C1CCCN(C(=O)c2ccco2)C1 (stereo unspecified),16.6,-2.1,-1.8,0.1,17.5,-6.1,3.9,-0.1,1.6,0.4
COc1ccc(Cn2c(CCC(=O)Nc3ccc(C)cc3)nc3cccnc32)cc1,-1.6,10.9,-1.4,54.3*,17.7,0.3,-31.9,-15.4,29.2,17.9
O=C(N/N=C/C1CC2C=CC1C2)c1ccccc1O (stereo unspecified),1.7,5.6,0.4,6.7,-5.8,3.3,-48.7,1.9,-4.2,25.0
O=C(NCc1cc(F)cc(C(F)(F)F)c1)C1CCC(=O)N(C2CCCC2)C1 (stereo unspecified),-11.9,1.3,-4.2,1.7,-24.5,-2.7,11.8,0.4,3.1,3.6
CCCNC(=O)c1ccccc1N1CCN(CCCCN2C(=O)C3CCCCN3C2=O)CC1 (stereo unspecified),1.2,-1.2,1.2,3.7,6.4,2.4,-6.9,0.2,1.6,2.8
COc1cc(C)c(C)cc1S(=O)(=O)N1CCCCC1c1cccnc1 (stereo unspecified),4.5,-5.7,5.4,0.0,16.3,-4.3,13.4,-3.4,4.5,1.0
CC(C)c1c(C(=O)N/N=C/c2ccoc2)nnn1-c1nonc1N,10.0,-2.3,2.2,-10.5,-9.1,5.8,-2.8,-0.2,-12.5,1.2
Cc1nc2c3ccccc3nc(NNC(=O)CCC(=O)NCCC(C)C)n2n1,6.8,-1.0,-1.7,-2.9,13.9,-4.6,-10.3,0.3,-1.8,29.2
COCCCn1c(=O)c2ccccc2n(Cc2cc(C(=O)OC)ccc2OC)c1=O,10.1,-3.5,-0.6,2.6,18.6,2.4,-7.0,-11.0,-4.4,13.3
COc1cccc(CNC(=O)c2cccc(NC(=O)C3=C(C)OCCS3)c2)c1,-0.3,-5.4,2.8,14.0,-1.9,-1.7,-3.5,0.0,4.0,77.3
CCOC(=O)c1nn(-c2ccccc2)c(=O)cc1SC(C)CC (stereo unspecified),-1.5,-1.6,0.0,-6.5,-2.2,7.9,-2.5,-1.1,-5.7,25.5
Cc1c(C=O)c2ccccn2c1C(=O)c1ccc(F)cc1,-4.9,2.5,-2.2,-17.4,24.6,-2.0,-0.8,0.8,-8.5,2.8
CCN(CC)S(=O)(=O)c1ccc2c(c1)nc(CCC(=O)OCC(=O)Nc1c(F)cccc1F)n2C,-7.9,0.9,3.1,6.9,9.3,-6.1,0.0,-2.3,-4.9,26.8
CC(C)c1ccc2[nH]c3nc(SCC(=O)N4CCOCC4)nnc3c2c1,-0.8,0.8,-1.9,37.7,-32.5,-1.9,-46.2,2.2,27.5,-15.8
CCCNC(=O)C1(CC2CC(c3ccccc3)=NO2)CCN(C(=O)C2(C)CC2)CC1 (stereo unspecified),0.6,-1.7,/,7.2,-3.5,/,/,-0.1,-0.3,12.6
COc1ccc(NC(=O)NNS(=O)(=O)c2ccc(OC)c(OC)c2)c(OC)c1,3.1,-3.8,-2.8,-6.5,2.3,0.7,-4.9,-0.3,-1.6,14.4
COc1ccc(OC)c(S(=O)(=O)NCc2cccnc2)c1,2.5,-15.5,2.0,8.0,-13.1,-0.2,-32.0,-0.6,-0.8,-3.7
Cc1ccc2c(c1)N(CC(=O)OC(CC(C)C)C(=O)NC1CCCC1)C(=O)CO2 (stereo unspecified),-15.3,-14.9,2.0,25.1,7.0,0.6,-0.5,0.3,5.6,8.7
O=C(CCCc1ccccc1)Nc1cccc(C(=O)O)c1,3.0,0.6,60.7*,-36.3,49.1,-0.5,-45.2,-1.4,-35.6,31.7
Cc1c(C(=O)OCC(=O)c2c(N)n(CC(C)C)c(=O)n(C)c2=O)oc2ccccc12,-0.9,25.5,-0.8,21.5,28.5,-4.5,-23.0,-1.8,0.4,49.4
O=C(O)CC1S/C(=N/N=C/c2ccc(Br)cc2)N(c2ccccc2)C1=O (stereo unspecified),10.0,-7.0,0.7,-9.2,-13.8,2.5,-25.2,0.9,-6.3,17.9
O=C(c1cccc(F)c1)N1CCN(c2cccc(Cl)c2)CC1,1.8,-5.4,-0.4,-14.6,10.4,3.7,7.1,3.4,-7.6,15.2
O=C(NCc1nnc(SCc2ccc(C(F)(F)F)cc2)n1-c1ccccc1)C12CC3CC(CC(C3)C1)C2,-1.0,-0.6,0.3,26.1,14.7,-9.0,-20.1,0.2,2.1,36.8
COc1cc(S(=O)(=O)NC2CCCCC2C)ccc1-n1cnnn1 (stereo unspecified),-7.1,-11.3,-2.3,/,26.2,-2.5,-1.2,0.1,/,16.5
CCOC(=O)c1ccc(Oc2nc(NC)nc(Nc3ccccc3)n2)cc1,-3.1,2.9,3.8,-67.7,14.1,10.7,-28.5,0.9,-56.5*,-0.7
C/C(=N\OCC(=O)Nc1ccc(F)c(F)c1F)c1cc2ccccc2o1,2.9,-7.2,0.6,42.9,-7.4,-4.9,5.3,-0.2,20.6,13.5
O=C(Nc1ccccc1)C1CCCN1S(=O)(=O)c1cccs1 (stereo unspecified),-9.3,1.4,/,-19.4,-2.3,/,/,-0.2,-2.2,-2.4
CCNc1nc2cccnc2s1,17.0,3.2,2.4,-1.5,-17.5,0.5,-19.4,0.8,1.0,22.6
CCOC(=O)CN(C(=O)c1snc(C(N)=O)c1N)C(C(=O)NC1CCCCC1)c1ccc(F)cc1 (stereo unspecified),-0.9,9.6,0.0,18.2,-0.6,3.6,5.4,-0.3,-6.9,-8.0
Cc1ccc2oc(=S)n(C)c2c1,-13.7,-16.1,-3.4,2.1,-11.4,2.7,-1.6,-0.2,-1.9,3.8
Oc1ccc(C2=Nn3c(nnc3-c3ccco3)SC2)cc1O,-2.0,-5.1,-3.8,2.6,-30.9,5.6,33.4,0.3,7.0,18.4
COc1ccc(CNC(=O)C(C)Sc2ccc(C)cc2)cc1 (stereo unspecified),3.7,5.9,2.1,7.0,-1.9,1.7,-28.9,0.2,-1.7,2.2
Cc1cccnc1NC1(C(F)(F)F)N=C2SCCN2C1=O (stereo unspecified),-0.9,-2.2,-0.9,5.1,1.9,-8.5,-17.9,-0.7,-1.1,2.9
O=C(NC1CC2CCCC(C1)N2C(=O)Nc1ccccc1F)C1CC1 (stereo unspecified),-3.0,8.8,-3.4,10.0,3.0,-4.5,-37.5,-0.2,-3.7,9.5
C/C(=N\NC(=O)c1ccccc1Br)c1ccc(N2CCOCC2)cc1,-5.6,-0.8,0.3,24.0,3.5,2.9,-12.1,1.3,2.2,15.2
COC(=O)c1sc2ccccc2c1-n1cccc1C(=O)C(=O)Nc1ccc(OC)cc1,8.2,-2.3,2.6,-13.2,-47.2,2.5,-34.5,1.0,-0.6,23.6

# Not a hit list (roughly 6% active in at least one column).
